Screening results as filed in PubChem.
phage Ecoli inh: E. coli growth loss with phage present; growth absorbance; inhibition, % at 11.9 µM; hit rate 0.26% among 360,000; in the data active means inhibition above about 11%
CAL PDZ FP-1: blocks peptide binding to human CAL PDZ domain | AID 504414 | inhibition, % at 20 µM | purified CAL PDZ, TMR-peptide fluorescence polarization, 1 h | Q9HD26 | hit rate 0.02% among 330,000;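 active means highest replicate inhibition of at least 40%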;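 further: plate controls were DMSO neutral control wells for no effect and unlabeled competitor peptide control wells for full effect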
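material = purified tagged CAL PDZ domain construct (CerCALP) | compound dosing = 20 µM, one dose | times = 1 h at RT | measured by = fluorescence polarization from S- and P-plane intensities, G-factor corrected | read-out = inhibition from polarization loss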
Wnt act: activators of Wnt/beta-catenin signaling; Wnt/beta-catenin reporter cell assay, activator, plate reader; activation, % at 9.35 µM; hit rate 1.2% among 300,000; in the data active means activation above about 30%, passing the limit was not always enough;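 further: 0% = neutral control wells and 100% = positive control wells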
Tat transport: blocks Tat-dependent protein export in E. coli. E. coli MC4100 TorA-mCherry Tat export, fluorescence. inhibition, % at 10 µM. hit rate 0.036% among 340,000. AID 488895;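 active means mean replicate inhibition at least 50% and at least half of replicates individually reaching 50%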;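 further: exported cargo escapes ClpAP degradation while cytoplasmic cargo is degraded and loses fluorescence; 0% = median of neutral control wells and 100% = median of NaSCN control wells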
AddAB inh: less growth of phage-infected E. coli with AddAB. hit rate 0.29% among 330,000. inhibition, % at 11.9 µM. E. coli expressing H. pylori AddAB, absorbance growth; in the data active means inhibition above about 12%;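 further: 0% = vehicle wells of infected cells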
CAL PDZ FP-2: inhibitors of human CAL PDZ peptide binding; AID 602252; inhibition, % at 24.9 µM; Q9HD26; purified CAL PDZ, TMR-peptide fluorescence polarization, 1 h; hit rate 0.92% among 300,000;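 active means mean inhibition of at least 30% with at least half of replicates also reaching 30%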;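 further: 0% = DMSO neutral control and 100% = excess unlabeled competitor peptide PRC23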
SR-BI uptake up: SR-BI HDL lipid transfer activation; CHO ldlA[mSR-BI] cells, DiI-HDL uptake fluorescence, 3 h; 100 = double the neutral-control signal; activation, % at 12.5 µM; AID 504775; hit rate 0.096% among 320,000;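 active means mean replicate activation of at least 60% and every replicate at or above 60%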;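 further: 0% = median plate neutral-control signal and 100% = twice that signal; values of inactives mirror those of a sister screen read the other way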
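Assay system: LDL receptor-deficient CHO ldlA cells overexpressing murine SR-BI / Medium: BSA-supplemented, HEPES-buffered Ham's F12, pH 7.4 / Probe or stimulus: DiI-labelled HDL at 10 µg/mL final / Timing: compound with DiI-HDL co-incubation, 3 h at 37 °C / Technique: bottom-read cell fluorescence after medium removal, ex 550/em 595 nm / Measure: HDL uptake via cellular fluorescence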
MITF TRPM1 HTS: increases MITF-driven TRPM1 promoter luciferase signal; activation, % at 12.5 µM; hit rate 0.75% among 300,000; SK-MEL-5 TRPM1-promoter luciferase, 24 h; % of positive control, neutral wells = 0;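 active means mean activation of at least 80% with every replicate also reaching 80%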;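 further: 0% = neutral control wells and 100% = parthenolide positive control wells; values of inactives mirror those of a sister screen read the other way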
SR-BI DiI inh: inhibitors of mouse SR-BI mediated HDL lipid uptake | Q61009 | hit rate 0.96% among 320,000 | inhibition, % at 12.5 µM | ldlA[mSR-BI] CHO cells, DiI-HDL uptake fluorescence, 3 h;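 active means mean replicate inhibition of at least 70% and a set share of replicates each scoring 70 or more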;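 further: 0% = median of neutral control wells and 100% = median of positive control wells; values of inactives mirror those of a sister screen read the other way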
Target sequence (Q61009 whole entry, looked up): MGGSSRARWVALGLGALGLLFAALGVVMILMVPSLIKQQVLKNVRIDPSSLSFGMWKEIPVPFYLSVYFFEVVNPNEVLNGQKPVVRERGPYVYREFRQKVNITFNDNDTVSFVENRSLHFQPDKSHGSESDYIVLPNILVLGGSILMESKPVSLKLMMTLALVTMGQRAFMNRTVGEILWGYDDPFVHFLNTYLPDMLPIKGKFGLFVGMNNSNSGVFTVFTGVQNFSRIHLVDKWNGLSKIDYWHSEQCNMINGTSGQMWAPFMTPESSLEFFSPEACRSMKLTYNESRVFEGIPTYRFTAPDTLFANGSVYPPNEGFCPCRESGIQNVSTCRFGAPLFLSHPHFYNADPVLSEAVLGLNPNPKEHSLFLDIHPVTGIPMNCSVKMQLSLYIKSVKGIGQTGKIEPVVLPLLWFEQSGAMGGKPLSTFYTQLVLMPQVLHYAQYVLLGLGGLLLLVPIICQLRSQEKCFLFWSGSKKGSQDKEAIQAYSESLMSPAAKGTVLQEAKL
E coli growth: bacterial growth inhibition, counter-screen for AddAB inhibitors. AID 449728. hit rate 0.27% among 330,000. E. coli V3065 growth, OD600 absorbance, 18 h. inhibition, % at 11.9 µM;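 active means inhibition above the campaign's mean inhibition across all tested compounds plus 3 SD, cut at about 9.9% in these data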;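 further: uninfected addAB+ strain grown without phage in ampicillin broth; 0% = DMSO wells and 100% = ciprofloxacin 0.95 µg/ml wells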
The depositor's hits bear a star; · = no result given. Compounds as they come; about 3.6% have a hit in one of these screens.

SMILES	phage Ecoli inh	CAL PDZ FP-1	Wnt act	Tat transport	AddAB inh	CAL PDZ FP-2	SR-BI uptake up	MITF TRPM1 HTS	SR-BI DiI inh	E coli growth
CCCC(=O)Nc1nc2nc(C)cc(=O)n2[nH]1	0.8	1.1	·	0.4	-0.2	-1.6	-4.4	-7.3	4.4	-1.8
COC(=O)Cc1ccc(OC(=O)C2CCN(S(=O)(=O)c3ccc(OC)c(OC)c3)CC2)cc1	3.1	-1.1	2.4	-0.7	0.6	-10.8	7.3	6.7	-7.3	-1.6
CCc1ccc(/C=N/NC(=O)c2ccccn2)cc1	3.5	-1.2	-0.5	2.6	3.6	·	11.2	·	-11.2	0.4
C=CCNc1nc(N)c(C(=C(C#N)C#N)c2ccc(Br)cc2)s1	-0.1	-4.8	·	-1.6	3.9	-4.2	-33.5	-18.6	33.5	1.6
Cc1cc(C)cc(NC(=O)CSc2nc3ccncc3[nH]2)c1	5.4	0.3	-1.2	-14.1	-2.9	0.7	9.5	·	-9.5	-0.7
CC(C)CC(NC(=O)c1ccccc1)C(=O)N/N=C/c1ccco1 (centres undefined)	3.0	-2.4	·	-6.5	0.4	-4.9	14.4	1.6	-14.4	-1.1
Cc1cc(C)nc(NS(=O)(=O)c2ccc(N3C(=O)C4CCCCC4C3=O)cc2)n1 (centres undefined)	1.2	-0.1	3.1	-2.6	2.4	·	·	3.1	·	1.4
O=C(c1nc2ccc(Cl)cn2c1CN1CCC[C@H]1CO)N1CCCCCCC1	1.4	-2.9	0.0	1.1	0.4	-4.0	10.7	-4.3	-10.7	-0.8
CCOC(=O)N1CCC(NC(=O)c2cc(C(=O)NCc3ccc(F)cc3)ccc2CO)CC1	-7.7	-0.1	-3.1	0.6	-0.5	·	21.8	·	-21.8	0.8
COCCNC(=S)NNc1ccc(Cl)c(C(=O)O)c1	2.4	-0.7	-1.7	-1.7	-0.1	0.7	17.3	3.9	-17.3	2.5
COc1ccc(CCn2c(N)c(C(=O)NCc3ccco3)c3nc4ccccc4nc32)cc1OC	0.9	-2.2	-4.1	0.9	-0.8	-7.1	-20.7	-10.0	20.7	-0.9
Cc1ccn(CC(=O)N2CCCC(N3CCN(c4cccc(Cl)c4)CC3)C2)n1 (centres undefined)	1.3	-1.1	0.8	2.1	2.5	·	-8.7	5.1	8.7	-1.9
Cc1cc(N2CCN(C)CC2)nc2ccc(NC(=S)N3CCCCCC3)cc12	-0.5	0.7	5.5	-0.1	1.5	-1.6	·	26.4	·	-4.5
CN(C)CC[n+]1ccc(C(=O)c2ccccc2)cc1	1.8	-0.9	-1.3	-4.7	1.7	·	19.8	·	-19.8	-2.0
COc1ccc(Br)cc1C(=O)Nc1ccc(O)cc1	2.5	-1.1	·	0.3	0.6	6.3	-34.2	-8.9	34.2	-0.2
Cc1nn(Cc2ccccc2)c(Cl)c1/C=C/C(=O)OCC(=O)N(C)C1CCS(=O)(=O)C1 (centres undefined)	4.9	0.0	-2.2	-6.8	1.5	-3.0	-8.7	4.0	8.7	-1.8
CCOC(=O)Cn1c(Br)nc2c1c(=O)[nH]c(=O)n2C	1.2	-0.6	-3.2	3.8	1.7	-2.4	13.2	6.7	-13.2	-0.7
O=C(c1ccc(NC(=S)Nc2ccc(F)cc2F)cc1)N1CCOCC1	1.7	0.3	0.5	8.4	-2.4	-6.8	2.6	-2.4	-2.6	2.6
O=c1[nH]c(C2CCN(S(=O)(=O)c3ccccc3F)CC2)nc2c1nnn2Cc1ccc2c(c1)OCCO2	1.3	-3.0	1.0	6.3	0.6	-6.4	9.8	-5.1	-9.8	0.0
O=C(NNC(=O)c1ccncc1)Nc1ccc([N+](=O)[O-])cc1	7.1	-0.4	-2.3	2.4	4.2	-4.7	18.9	-2.0	-18.9	0.6
Cc1cccc(NC(=O)CNC(=O)CN2C(=O)NC3(CCCCC3C)C2=O)c1C (centres undefined)	1.3	-0.7	-6.3	-3.7	2.0	·	36.0	-6.4	-36.0	1.9
COc1ccccc1N1CCN(C(=O)CSc2nnc(C)n2C2CC2)CC1	5.2	0.3	-2.5	19.2	0.3	-3.6	-17.3	-0.7	17.3	1.4
COCCCN(C(=S)Nc1cc(C)cc(C)c1)C(C)c1ccncc1 (centres undefined)	0.5	-0.7	12.3	0.8	3.5	-3.3	-2.5	10.7	2.5	0.7
Cc1ccc(S(=O)(=O)N=S(CCO)CCO)cc1	2.0	0.9	·	-13.5	0.1	-0.2	27.6	4.7	-27.6	-1.7
COc1ccc(C(=O)/C=C/C(=O)N(Cc2ccc3c(c2)OCO3)C(C(=O)NC2CCCCC2)c2ccncc2)c(O)c1 (centres undefined)	4.7	0.3	-6.2	11.4	0.9	-1.8	-27.5	6.8	27.5	0.5
Later entries:
SMILES	phage Ecoli inh	CAL PDZ FP-1	Wnt act	Tat transport	AddAB inh	CAL PDZ FP-2	SR-BI uptake up	MITF TRPM1 HTS	SR-BI DiI inh	E coli growth
Cc1ccc(NC(=O)c2cc(S(=O)(=O)N3CCCCC3)ccc2N2CCOCC2)cc1F	2.5	-2.0	-7.3	-4.9	3.5	-0.2	18.9	-1.4	-18.9	2.2
OCC1(c2cc(C(F)(F)F)n[nH]2)CCCCC1	1.3	-1.5	·	-4.6	-0.6	-1.2	7.6	5.9	-7.6	-2.7
COc1cc(NC(=O)c2ccccc2)c(OC)cc1NC(=O)CN1CCCCC1	2.1	·	·	1.9	-0.7	-7.9	-18.9	-3.0	18.9	-2.6
CCc1ccccc1S(=O)(=O)c1c(C)cc(C)nc1Cl	2.6	-0.6	0.0	12.6	1.7	-0.4	-0.8	-9.9	0.8	-0.9
O=C(CN1C(=O)c2ccccc2S1(=O)=O)Nc1ccon1	4.3	1.0	-3.2	-0.2	0.6	-4.8	11.4	-15.1	-11.4	2.3
COC(=O)Cn1c(=O)c2c(n(Cc3ccccc3)c1=O)N/C(=C/c1ccc(OC)cc1)C2=O	2.3	-2.7	-2.2	-1.8	3.3	-2.2	·	-0.3	·	2.1
Cc1ccc(N2CC(C(=O)N3CCN(Cc4ccc5c(c4)OCO5)CC3)CC2=O)cc1 (centres undefined)	3.2	-2.1	-1.3	0.7	3.6	-5.0	-3.4	-10.3	3.4	1.3
COc1ccc(C(=O)N2CCC(NC(=O)C(Cc3ccccc3OC)NC(C)=O)CC2)cc1 (centres undefined)	3.9	-1.6	-1.7	0.2	·	-1.3	·	-10.8	·	·
Cc1ccccc1NC(=O)NC(N)=O	5.1	0.2	10.5	0.3	2.9	3.5	7.4	-17.1	-7.4	-0.5
CC(=O)N/N=C(\C)c1ccc(Br)cc1Br	5.2	-0.8	-0.4	-3.3	-2.7	·	31.6	-5.1	-31.6	2.2
O=[N+]([O-])c1ccc(C=NN=Cc2ccc([N+](=O)[O-])cc2)cc1	2.7	0.2	-3.0	-1.2	·	76.3*	-27.0	7.3	27.0	·
O/N=C/CCn1c(=S)sc2ccccc21	3.3	-2.1	5.0	7.6	1.5	-2.9	-1.2	-6.8	1.2	2.0
COc1ccc(C)cc1NC(=O)CN1CCN(CC(=O)Nc2ccccc2F)CC1	-1.9	-0.3	-0.1	-4.5	4.1	-5.8	-36.0	-9.4	36.0	0.7
Cc1noc(C)c1CSc1nnc(-c2cc(Cl)ccc2Cl)n1N	1.7	-0.4	4.0	-7.6	1.1	-2.1	-11.6	·	11.6	-1.4
COc1ccc(S(=O)(=O)Nc2cc(C)on2)cc1OC	2.2	-2.5	·	0.0	0.1	3.8	11.3	5.3	-11.3	-1.9
CCOC(=O)[C@H]1[C@H]2COc3ccc(Br)cc3[C@@H]2N2C(=O)N(c3ccc(F)cc3)C(=O)[C@@]12C	1.9	-0.1	-3.1	-0.5	2.0	-3.3	-4.4	-8.8	4.4	1.6
Cc1csc(SCC(=O)Nc2c(C)n(C)n(-c3ccccc3)c2=O)n1	1.7	-0.5	·	-3.2	-0.6	·	-1.8	0.9	1.8	1.6
c1cnc2ccc3c(c2c1)COCO3	0.2	0.3	-0.6	-6.4	·	-0.4	14.1	2.1	-14.1	·
CCc1ccccc1NC(=O)C1NC(=O)CC1c1ccccc1 (centres undefined)	3.3	-0.2	-0.7	-11.3	1.1	1.9	12.8	0.2	-12.8	-1.9
CCC(C)NS(=O)(=O)c1cccs1 (centres undefined)	2.8	-0.1	·	7.0	-0.2	-0.9	22.4	-1.2	-22.4	-0.4
Cc1coc2c1c(C)cc1oc(=O)c(CC(=O)NCCC(=O)O)c(C)c12	1.0	-1.4	0.7	0.4	-2.7	-1.0	·	-0.3	·	-1.4
O=C(N/N=C/c1ccccc1O)C1CCCC1	-0.1	-2.0	6.5	-16.1	0.7	-5.6	-4.8	9.3	4.8	-0.1
CCOC(=O)NC(=O)/C(N=Nc1cccc(C(F)(F)F)c1)=C(\C)O	4.3	-0.9	0.1	-4.4	-2.6	4.3	1.4	-2.6	-1.4	-3.0
Cc1cc(C(C)(C)C)ccc1OCCN(C)C	-2.4	-0.2	·	3.5	-2.1	-2.3	7.9	14.5	-7.9	0.6
Cc1ccc(S(=O)(=O)N2CCCCC2)cc1NC(=O)COC(=O)c1ccc(O)cc1	3.8	-1.0	0.9	-6.3	3.4	9.8	-16.7	11.2	16.7	0.2

Only phage Ecoli inh (three entries from above):
| SMILES | phage Ecoli inh |
| --- | --- |
| O=[N+]([O-])c1ccc(C=NN=Cc2ccc([N+](=O)[O-])cc2)cc1 | 2.7 |
| COc1ccc(C)cc1NC(=O)CN1CCN(CC(=O)Nc2ccccc2F)CC1 | -1.9 |
| COc1ccc(C(=O)N2CCC(NC(=O)C(Cc3ccccc3OC)NC(C)=O)CC2)cc1 (centres undefined) | 3.9 |

(further entries)
SMILES	phage Ecoli inh	CAL PDZ FP-1	Wnt act	Tat transport	AddAB inh	CAL PDZ FP-2	SR-BI uptake up	MITF TRPM1 HTS	SR-BI DiI inh	E coli growth
O=C1C=C(c2cccc(Br)c2)C[C@@H](c2ccc3c(c2)OCO3)C1	1.5	-0.9	4.8	4.1	1.2	0.7	8.9	-9.1	-8.9	3.4
Cc1cc(C)c(NC(=O)CS(=O)CC(=O)Nc2ccc(F)cc2F)c(C)c1 (centres undefined)	-1.1	0.4	4.4	-4.2	0.8	0.6	-0.9	-9.1	0.9	0.6
COc1ccccc1-c1nn(Cc2ccccc2)cc1C(=O)NCC(c1ccco1)N1CCCC1 (centres undefined)	-0.8	1.0	10.2	-7.4	-2.0	4.6	9.5	-7.7	-9.5	-0.5
CCCc1nc2sc3c(c2c(=O)n1NC(=O)CCCl)CCCC3	1.5	-1.4	·	9.7	-2.1	-4.5	-34.9	-15.7	34.9	-1.9
CC(=O)Nc1cccc(NC(=O)CSc2ccc3nnc(CCNC(=O)c4ccccc4)n3n2)c1	-0.9	-1.4	0.7	-3.5	0.5	-4.9	7.2	3.3	-7.2	2.9
Fc1ccc(Nc2nc(-c3cccnc3)cs2)cc1	3.9	-1.7	25.2	-3.5	0.8	-2.6	·	67.7	·	3.0
Cc1cc(=O)[nH]c(SCC(=O)N2CCCCC2)n1	2.0	-0.5	-1.2	2.5	-0.2	·	7.4	-2.6	-7.4	-0.3
